High-throughput results as filed in PubChem BioAssay.
PLAP inhibitors HTS: PLAP enzyme inhibitors, biochemical, luminescence, HTS (AID 690). 0.08% of 96,000 active. inhibition, % at 20 µM, or IC50 in µM where a hit was titrated. purified PLAP, luminescent substrate; higher % means a stronger effect. Alkaline phosphatase, placental type (Homo sapiens); in the data active = a potency from the dose series; inactive = the rest, 99 in 100 with inhibition below about 30%; also: strong numbers were not always called active
MRP reversal: reversal of MRP1-mediated doxorubicin resistance, primary screen, H69AR cells, doxorubicin co-treatment; H69AR cells + 2 uM doxorubicin, CellTiter-Glo, 72 h; differential viability (reversal), % at 10 µM; 0.04% of 85,000 active;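 active = viability drop by adding the cancer drug above about 55%, with treated viability meeting a 40% cutoff, limit read from the data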;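 also: viability without doxorubicin minus viability with 2 µM doxorubicin for each compound; larger differential means the compound sensitizes cells more to doxorubicin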
IL1B NFkB inh: inhibitors of IL-1B driven NFkB p65 nuclear import, primary screen, imaging, HUVEC, IL-1B stimulus, high-content imaging; HUVEC IL-1B NFkB p65 nuclear translocation imaging; inhibition, % at 2 µM; 0.43% of 94,000 active;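 active = inhibition above about 30% together with a positive call from visual inspection of the well image, limit read from the data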;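 also: nuclear over cytoplasmic p65 intensity ratio measured by imaging; 0% = IL-1B stimulated DMSO wells and 100% = unstimulated DMSO wells; values of inactives mirror those of a sister screen read the other way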
NFkB transloc pot: enhancers of NFkB p65 translocation in HUVEC – imaging, IL-1B stimulus, high-content imaging, primary screen. HUVEC IL-1B NFkB p65 nuclear translocation imaging. 0.3% of 94,000 active. activation, % at 2 µM. AID 819, 2007;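 active = activation above 40%, about the mean plus 3 SD, also judged a hit on visual image review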;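 also: percent activation is computed from the nuclear over cytoplasmic p65 intensity ratio; values of inactives mirror those of a sister screen read the other way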
Bcl-B displacement: displacers of TR3 peptide from Bcl-B, primary screen, selectivity assay for Bfl-1 inhibitor project, biochemical, fluorescence polarization | Bcl-2-like protein 10 (Homo sapiens) | FP displacement of FITC-TR3 peptide from Bcl-B; higher % means a stronger effect | displacement, % at 20 µM, or IC50 in µM where a hit was titrated | 0.11% of 96,000 active;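 active = displacement above 50% at 20 µM plus a fluorescence interference ratio under 1.5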;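 also: plate controls were wells without compound for no effect and wells lacking Bcl-B protein for full effect; a part of the inactive calls stands beside numbers as strong as those of hits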
MRP reversal cytotoxicity: further read-out of MRP reversal, marked with its call; viability, %; H69AR cells, CellTiter-Glo, 72 h; measured here: cytotoxicity without doxorubicin
MRP reversal with doxorubicin: second read-out of MRP reversal, no call of its own (marks repeat the call); viability, %; measured here: viability with 2 uM doxorubicin; stronger effect = lower value
IL1B NFkB inh cell count 2 µM: also measured in IL1B NFkB inh; calls as there; cell count; measured here: cells passing quality filter;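 raw number of nuclei counted in each imaged well without normalization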
NFkB transloc pot cell count 2 µM: further read-out of NFkB transloc pot, marked with its call; cell count; measured here: cells passing quality filter
The depositor's hits bear a star; . = no result given. This is a subset; count on the stated rates, not on these rows.

Preview:
item	smiles	Bcl-B displacement	NFkB transloc pot cell count 2 µM	NFkB transloc pot	MRP reversal	PLAP inhibitors HTS	MRP reversal cytotoxicity	IL1B NFkB inh cell count 2 µM	MRP reversal with doxorubicin	IL1B NFkB inh
1	c1ccc(-c2noc(-c3cccc4ccccc34)n2)cc1	-1%	123	25	-29	16%	82	123	111	-25
2	COc1ccc(N2C(=O)CC(N3CCC(O)(c4ccc(Cl)cc4)CC3)C2=O)cc1 (configuration not stated)	2%	122	-5	12	-31%	95	122	83	5
3	CSc1nc(C)cc(C)c1C(N)=O	.	80	9	-5	.	87	80	92	-9
4	Cc1cc(OCC(=O)Nc2ccc(F)c(F)c2)nc(C(C)C)n1	-4%	140	8	.	18%	.	140	.	-8
5	COC(=O)CCS(=O)(=O)c1ccc(Cl)cc1	-2%	174	16	-4	15%	96	174	100	-16

This part in full (from the top)
item	smiles	Bcl-B displacement	NFkB transloc pot cell count 2 µM	NFkB transloc pot	MRP reversal	PLAP inhibitors HTS	MRP reversal cytotoxicity	IL1B NFkB inh cell count 2 µM	MRP reversal with doxorubicin	IL1B NFkB inh
1	c1ccc(-c2noc(-c3cccc4ccccc34)n2)cc1	-1%	123	25	-29	16%	82	123	111	-25
2	COc1ccc(N2C(=O)CC(N3CCC(O)(c4ccc(Cl)cc4)CC3)C2=O)cc1 (configuration not stated)	2%	122	-5	12	-31%	95	122	83	5
3	CSc1nc(C)cc(C)c1C(N)=O	.	80	9	-5	.	87	80	92	-9
4	Cc1cc(OCC(=O)Nc2ccc(F)c(F)c2)nc(C(C)C)n1	-4%	140	8	.	18%	.	140	.	-8
5	COC(=O)CCS(=O)(=O)c1ccc(Cl)cc1	-2%	174	16	-4	15%	96	174	100	-16
6	Cc1onc(-c2ccccc2)c1C(=O)N1CCN(C)CC1	-9%	180	20	3	-4%	85	180	82	-20
7	O=C(Cn1[nH]c(=O)c2ccccc2c1=O)OCC(=O)N1CCc2ccccc2C1	10%	219	-10	-17	13%	82	219	100	10
8	COCCNC(=O)c1ccccc1NC(=O)CN(c1ccc2c(c1)OCO2)S(C)(=O)=O	-8%	182	3	16	15%	108	182	92	-3
9	O=C(NCCN1CCOCC1)c1ccccc1-c1ccccc1	25%	133	11	18	-18%	93	133	75	-11
10	COc1cccc(C(=O)NC(=S)Nc2ccc3c4c(cccc24)CC3)c1	2%	171	1	.	22%	.	171	.	-1
11	CCOc1ccc2nc(-c3ccccc3)[nH]c2c1	1%	95	-7	-50	14%	24	95	74	7
12	CCc1sc(NS(C)(=O)=O)nc1-c1ccccc1	-5%	165	-10	12	6%	92	165	80	10
13	Cc1cc(NC(=O)c2cnn3c(C(F)F)cc(C4CC4)nc23)no1	0%	129	0	-6	-6%	60	129	66	0
14	CCOc1ccccc1NC(=O)CSCC(=O)Nc1ccccc1	1%	111	26	-1	16%	78	111	80	-26
15	CCOc1ccccc1-n1c(CNc2ccc(F)cc2)nnc1SCC(=O)NCc1ccco1	.	96	-6	14	.	94	96	80	6
16	CCC(c1nnnn1Cc1ccccc1)N1CCN(C(=O)c2ccco2)CC1 (configuration not stated)	3%	81	19	9	-7%	90	81	81	-19
17	Cc1ccsc1C(=O)N1CC(=O)Nc2ccccc21	7%	132	37	-22	2%	30	132	53	-37
18	COc1cc(C2c3c(oc4c(C)cc(C)cc4c3=O)C(=O)N2Cc2cccnc2)ccc1O (configuration not stated)	.	107	-10	0	.	60	107	60	10
19	Cc1ccc2c3c(c(SCC(=O)Nc4nccs4)nc2c1)CCCC3	-11%	177	2	.	15%	.	177	.	-2
20	Cc1ccc(Oc2ccccc2)c(NC=O)c1	-2%	74	-4	10	2%	96	74	86	4
21	Cc1noc(C)c1S(=O)(=O)Nc1ccc(C(=O)N2CCN(c3cccc(Cl)c3)CC2)cc1	-5%	187	26	-10	-75%	44	187	54	-26
22	O=c1cc(CO)occ1OCc1cccc(F)c1	6%	113	0	.	-10%	.	113	.	0
23	Cc1nn(CCc2n[nH]c(=S)n2-c2ccc(F)cc2)c(C)c1[N+](=O)[O-]	0%	157	20	.	-15%	.	157	.	-20
24	CCOC(=O)c1c(C)[nH]c(C(=O)OCC(=O)NC(C)C)c1C	1%	130	-8	.	25%	.	130	.	8
25	CCc1ccc2nc(NC(=O)CCCc3cccs3)sc2c1	5%	165	6	.	8%	.	165	.	-6
26	CCCOC(=O)CSC1=C(C#N)C(c2ccc3c(c2)OCO3)CC(=O)N1 (configuration not stated)	-13%	128	14	-21	22%	23	128	44	-14
27	Cc1c(S(=O)(=O)N2CCN(C(c3ccccc3)c3ccccc3)CC2)c(=O)n(C)c(=O)n1C	-2%	194	10	-1	-17%	88	194	89	-10
28	O=C(NCc1ccco1)C(C(=O)c1ccccc1)n1ccccc1=O (configuration not stated)	4%	113	1	-2	7%	93	113	95	-1
29	Cc1ccsc1C(=O)OCC(=O)N1CCOCC1	-4%	.	.	0	-14%	87	.	88	.
30	COc1ccc(-n2nnc3c(=O)n(CC(=O)N4CCCCC4)cnc32)cc1	2%	.	.	5	-20%	88	.	83	.
31	O=C(Nc1ccc2c(c1)OCCO2)C1CCCN(S(=O)(=O)Cc2ccccc2)C1 (configuration not stated)	-7%	50	0	1	1%	91	50	90	0
32	O=c1oc2cc(Oc3ccc(C(F)(F)F)cc3[N+](=O)[O-])ccc2c2c1CCCC2	-6%	50	-11	.	.	.	50	.	11

Whole records, quoted from the list.
O=C(NCc1ccco1)C(C(=O)c1ccccc1)n1ccccc1=O (configuration not stated) in the list: Bcl-B displacement = 4%; NFkB transloc pot cell count 2 µM = 113; NFkB transloc pot = 1; MRP reversal = -2; PLAP inhibitors HTS = 7%; MRP reversal cytotoxicity = 93; IL1B NFkB inh cell count 2 µM = 113; MRP reversal with doxorubicin = 95; IL1B NFkB inh = -1
Cc1c(S(=O)(=O)N2CCN(C(c3ccccc3)c3ccccc3)CC2)c(=O)n(C)c(=O)n1C in the list: Bcl-B displacement = -2%; NFkB transloc pot cell count 2 µM = 194; NFkB transloc pot = 10; MRP reversal = -1; PLAP inhibitors HTS = -17%; MRP reversal cytotoxicity = 88; IL1B NFkB inh cell count 2 µM = 194; MRP reversal with doxorubicin = 89; IL1B NFkB inh = -10

(next part)
item	smiles	Bcl-B displacement	NFkB transloc pot cell count 2 µM	NFkB transloc pot	MRP reversal	PLAP inhibitors HTS	MRP reversal cytotoxicity	IL1B NFkB inh cell count 2 µM	MRP reversal with doxorubicin	IL1B NFkB inh
33	Cc1cc(C)c2nc(SCC(=O)N3CC(=O)Nc4ccccc43)c(C#N)cc2c1	.	56	-13	-38	.	24	56	62	13
34	Cc1ccc(N=C(NOCc2ccc(Cl)cc2Cl)c2nonc2N)c(C)c1	-5%	159	16	57*	.	66*	159	8.8*	-16
35	CCn1c(SCC(=O)Nc2cc(C)on2)nnc1-c1cccnc1	5%	208	4	2	15%	94	208	92	-4
36	CC/C(=N\O)c1ccc(O)c(OC)c1	-7%	.	.	-21	10%	89	.	110	.
37	COc1cc2c(cc1OC)CN(C(=O)c1cccs1)CC2	0%	89	24	.	4%	.	89	.	-24
38	Cc1ccc([N+](=O)[O-])cc1N=C(c1cccc([N+](=O)[O-])c1)N1CCOCC1	4%	151	-10	.	-35%	.	151	.	10
39	Cc1ccc(-c2nnc(Sc3nc4ccccc4o3)c3ccccc23)cc1	3%	76	-6	.	.	.	76	.	6
40	Cn1cnnc1SCC(=O)c1ccco1	7%	71	22	-2	7%	90	71	93	-22
41	CC1CC(C)CN(CCCNC(=O)COc2cc(=O)n(C)c3ccccc23)C1 (configuration not stated)	.	160	14	17	.	98	160	81	-14
42	COC(=O)c1[nH]nc2c1C(=O)N(C1CCCCC1)C2=O	-14%	190	-6	-4	-5%	87	190	92	6
43	COc1cc(C(=O)Oc2cccc(C=O)c2)cc(OC)c1OC	3%	95	12	-49	-33%	25	95	74	-12
44	CC(C)CCNC(=O)NC(=O)CSc1nnc(COc2ccccc2Cl)o1	-5%	196	-3	6	19%	79	196	72	3
45	CS(=O)(=O)c1ccc(Cl)c(NC(=O)C2CC(=O)N(Cc3ccccc3)C2)c1 (configuration not stated)	1%	105	-7	20	-37%	114	105	95	7
46	Cc1ccc(NC(=O)CSc2ncn(-c3ccccc3)n2)cc1C	.	142	6	-27	.	68	142	95	-6
47	CS(=O)(=O)N(CC(=O)NCc1ccccc1)C1CCCCC1	.	175	6	-25	.	78	175	103	-6
48	O=C(CS(=O)c1ccc(C(F)(F)F)cc1[N+](=O)[O-])Oc1ccc(Cl)cc1 (configuration not stated)	15%	117	-7	-16	18%	21	117	37	7
49	Cc1ccnc(NS(=O)(=O)c2ccc(Oc3ccccc3)cc2)c1	-6%	53	-1	9	-8%	93	53	84	1
50	Cc1ccc(NC(=O)c2cc(-n3cnnc3)ccc2Cl)cc1	.	159	-5	4	.	97	159	93	5
51	CC1Cc2ccccc2N1C(=O)Cn1c(=O)oc2cc(S(=O)(=O)N3CCCCC3)ccc21 (configuration not stated)	-340%	194	-7	-5	-53%	87	194	92	8
52	CCCN1CCC(=NNC(=O)c2ccc(Br)o2)CC1	-10%	157	11	.	-13%	.	157	.	-11
53	CC(CNC(=O)c1cc(Cl)ccc1[N+](=O)[O-])NC(=O)c1cc(Cl)ccc1[N+](=O)[O-] (configuration not stated)	-2%	.	.	.	10%	.	.	.	.
54	CCS(=O)(=O)N1CCC(C(=O)NCCN2CCN(Cc3ccccc3)CC2)CC1	29%	125	17	-1	-9%	96	125	97	-17
55	O=C(O)CSc1sc(=S)sc1SCC(=O)O	6%	105	-2	7	3%	103	105	96	2
56	O=C(C1CCC(CNS(=O)(=O)c2cccc3cccnc23)CC1)N1CCc2ccccc21 (configuration not stated)	-114%	184	17	-6	-39%	57	184	63	-17
57	O=C(O)CCc1nc(-c2ccc(Cl)cc2)no1	-4%	83	-9	.	2%	.	83	.	9
58	CCN1CCN(C(=S)c2ccc(Cl)c(Cl)c2)CC1	9%	62	-2	19	5%	88	62	69	2
59	COc1cccc(NS(=O)(=O)c2ccc3[nH]cc(C(=O)NCCN4CCOCC4)c(=O)c3c2)c1	-1%	32	4	6	-14%	99	32	94	-4
60	O=C(c1ccc2c(c1)OCO2)N1CCCC1	2%	183	2	6	-24%	99	183	93	-2
61	O=C1CSC(c2cn(-c3ccccc3)nc2-c2cc3ccccc3oc2=O)N1Cc1ccccc1 (configuration not stated)	0%	199	12	-49	9%	24	199	73	-12
62	Cc1cccc(-n2nnc(C(=O)N3CCc4ccccc4C3)c2N)c1	-4%	156	8	5	3%	90	156	85	-8
63	CCCCCCCCOC(=O)CCc1c(C)[nH]c(=S)[nH]c1=O	-11%	163	10	-15	1%	69	163	84	-10
64	CCc1c(C)sc(NC(=O)CC#N)c1C#N	1%	151	-4	-19	-20%	82	151	101	4
65	COc1cccc(C(=O)Nc2ncc3c(n2)CC(C)(C)CC3=O)c1	-2%	107	1	-25	11%	42	107	68	-1
66	Cn1cc(C(=O)c2ccc(Cl)cc2Cl)cc1C(=O)N/N=C(\N)COc1ccccc1	-8%	51	-1	-29	-53%	33	51	62	1
67	CC(C)n1c(SCC(=O)N2CCCC2)nc2c1c(=O)n(C)c(=O)n2C	1%	.	.	14	8%	86	.	72	.
68	Cc1oc(-c2ccc(Cl)cc2)nc1CN1CCC(C(=O)N2CCN(Cc3ccccc3)CC2)CC1	-1%	.	.	3	-67%	83	.	80	.
69	CCC(=O)N/C(=N\OCc1ccc(F)cc1)c1nonc1NC(=O)CC	-7%	175	11	.	13%	.	175	.	-11
70	CCCNC(=S)NCCN1CCCCC1	.	134	21	-5	.	89	134	95	-21
71	O=S(=O)(c1ccccc1)N1CCN(Cc2ccccc2C(F)(F)F)CC1	-9%	130	27	29	4%	104	130	75	-27
72	Cc1cc(C)n(-c2nc3c(c(=O)[nH]c(=O)n3C)n2CC(O)c2ccccc2)n1 (configuration not stated)	-6%	170	23	.	-1%	.	170	.	-23
73	CN(C)c1ccc(CNC23CC4CC(CC(C4)C2)C3)cc1	.	140	-3	.	.	.	140	.	3
